ARNT TACC3 PPI – disruptors of ARNT/TACC3 protein interaction, primary screen, biochemical, AlphaScreen, single concentration. Transforming acidic coiled-coil-containing protein 3 (Homo sapiens), Q9Y6A5. AlphaScreen His-ARNT PAS-B/GST-TACC3 binding, luminescence; TACC3 fragment carries E629A point mutation. inhibition, % at 9.99 µM. 390,000 compounds, 0.66% hits;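 active = mean inhibition of replicates at least 50% and at least half of replicates each reaching 50%; inconclusive = half or more replicates reach 50% but mean below 50%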;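 note: 0% = complete ARNT plus TACC3 wells and 100% = ARNT alone without TACC3; many hits fall short of the cut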
DENV2 CPE rescue – inhibitors of DENV2 cytopathic effect, primary screen, cell-based, plate reader, single concentration; DENV2-infected cells, cytopathic effect rescue; CPE inhibition, % at 9.99 µM; 350,000 compounds, 1.7% hits; AID 651640, 2012; in the data active = CPE inhibition above about 20%, passing the limit was not always enough; inconclusive = no clear call, values can overlap the other calls; tested in BHK-21 cells;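 note: 0% = median of neutral control wells and 100% = median of positive control wells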
EWS-Fli inh – EWS/Fli-driven NR0B1 reporter inhibitors, primary screen, A673 cells, NR0B1 luciferase, luminescence, MLPCN library | viability-normalised | inhibition, % at 12.6 µM | 350,000 compounds, 0.67% hits | AID 651661, 2012;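 active = mean inhibition of at least 50% after viability correction, with every replicate also passing that limit; inconclusive = mean reaches 50% but only one of two replicates passes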;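 note: firefly luciferase signal divided by Alamar Blue viability fluorescence both relative to DMSO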
CFTR F508del cor – F508del CFTR correction, initial screen, CFBE line, single point | AID 720511, 2013 | activity (quench increase), % at 7.58 µM | 350,000 compounds, 0.36% hits | CFBE cells, YFP halide quenching; stimulated with forskolin plus potentiator P3; % fluorescence drop versus neutral controls;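 active = mean added fluorescence quench of at least 8% versus neutral control, with both replicates also reaching 8%; inconclusive = only one of the mean or replicate conditions met; inactive = mean below 8% and not both replicates reaching 8%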;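 note: cells transiently co-express mutant CFTR-F508del with the halide-sensitive YFP; corrector assay measuring rescue of mutant channel to the surface after 24 h compound exposure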
PAX8 inh HTS – inhibitors of PAX8-driven TPO luciferase reporter, primary screen, RMG-I cells, single concentration. SteadyGlo, 24 h. inhibition, % at 12.6 µM. 360,000 compounds, 1.2% hits. AID 652154, 2013;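 active = mean replicate inhibition at least 60% with every replicate also reaching 60%; inconclusive = only one of the two criteria is met; inactive = mean below 60% and not all replicates reaching 60%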;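 note: luciferase light reporting Pax8 driven TPO promoter activity; plate controls were median of neutral control wells for no effect and mitoxantrone controls for full effect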
INS-1E GSIS act – GLuc luminescence reporter in INS-1E cells, primary screen for activators of glucose-dependent secretion of insulin. INS-1E GLuc reporter insulin secretion, 2-3 h. activation, % at 16.6 µM. 370,000 compounds, 0.61% hits. AID 743287, 2014;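 active = lowest replicate activation of at least 40%, so every replicate reaches that level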;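 note: 0% = median of neutral control wells and 100% = median of IBMX positive control wells; some compounds called inactive have numbers as strong as hits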
ERp5 inh – inhibitors of ERp5-driven insulin aggregation, primary screen, biochemical, turbidity, absorbance 650 nm, single point | AID 651711, 2012 | inhibition, % at 9.99 µM | 350,000 compounds, 0.05% hits | Protein disulfide-isomerase A6 (Homo sapiens), Q15084 | 90 min;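 active = mean replicate inhibition above about 25%, with every replicate also reaching it, limit read from the data, passing the limit was not always enough; inconclusive = only one of those two criteria met; inactive = neither criterion met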
Target sequence (Q15084 whole entry, looked up): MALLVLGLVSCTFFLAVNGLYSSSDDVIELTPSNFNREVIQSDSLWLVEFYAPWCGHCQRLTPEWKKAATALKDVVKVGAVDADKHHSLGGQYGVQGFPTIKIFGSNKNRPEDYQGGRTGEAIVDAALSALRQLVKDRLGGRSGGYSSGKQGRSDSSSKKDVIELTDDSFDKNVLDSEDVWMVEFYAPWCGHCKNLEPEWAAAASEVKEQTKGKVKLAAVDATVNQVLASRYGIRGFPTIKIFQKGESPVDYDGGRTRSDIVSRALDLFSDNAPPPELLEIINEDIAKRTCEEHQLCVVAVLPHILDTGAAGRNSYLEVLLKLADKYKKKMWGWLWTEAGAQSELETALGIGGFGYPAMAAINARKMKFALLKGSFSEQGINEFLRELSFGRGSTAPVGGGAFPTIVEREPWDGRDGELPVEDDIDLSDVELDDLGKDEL
Xi reactivation – activators of inactive X chromosome reactivation, primary screen, imaging, XiGFP fibroblasts, GFP high-content imaging, set 2 | activation, % at 7.58 µM | XiGFP mouse fibroblasts, % GFP-positive cells imaging, 3 d; cells co-treated with 5-aza-dC sensitizer; scaled so ellipticine positive control = 100% | 360,000 compounds, 0.055% hits;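 active = mean normalized replicate activation at least 10% and every replicate at or above 10%; inconclusive = only one of the two criteria met; inactive = mean below 10% and not all replicates reach 10%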;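 note: 0% = median of on-plate neutral control wells and 100% = ellipticine 6 µM median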
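Material: SV40-immortalized XiGFP fibroblast cells, line 68-5-11 | Buffer or medium: DMEM containing 5-aza-dC | Dosing: One concentration, pinned | Times: 3 d treatment, 15 min room-temperature fixation | Controls: Ellipticine 6 µM positive control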
An asterisk follows results filed as active; ? = inconclusive; · = no result given; & = joins results of further samples.

Screens in order – ARNT TACC3 PPI | DENV2 CPE rescue | EWS-Fli inh | CFTR F508del cor | PAX8 inh HTS | INS-1E GSIS act | ERp5 inh | Xi reactivation
COC(=O)c1nnn(CC(=O)NC(=O)Nc2ccc(F)cc2)c1C(=O)OC
 : -1 | 6 | -6 | 0.4 | -7 | 1 | -9 | 1.6
COc1cc(OC)c(C(=O)N/N=C/c2ccoc2)cc1OC
 : 8 | ? | · | 0.9 | -5 | 11 | -4 | -0.1
O=C(c1ccc2c3c(cccc13)CC2)C1CCCN(C(=O)c2ccc(=O)[nH]c2)C1 (stereo not drawn)
 : 6 | 1 | -5 | -1.1 | 18 | -5 | 1 | 0.0
Fc1ccc(-c2nc3ccc(Cl)cn3c2Cc2ccccc2C(F)(F)F)cc1
 : · | 13 | -66 | -0.1 | -38 | · | -4 | -0.1
C[C@@H]1CN([C@H](C)CO)C(=O)c2cc(-c3cccc(C#N)c3)cnc2O[C@H]1CN(C)Cc1cncnc1
 : -3 | 4 | -33 | 2.0 | · | 5 | 75* | 0.2
C[C@@H]1CN([C@@H](C)CO)C(=O)c2cc(Br)cnc2O[C@H]1CN(C)C(=O)c1ccc(F)cc1
 : -10 | 4 | -5 | 0.6 | 4 | 17 | 3 | -0.2
O=C(O)/C=C/C(=O)NC1CCC(CC2CCC(NC(=O)/C=C/C(=O)O)CC2)CC1 (stereo not drawn)
 : -4 | 7 | 4 | -2.4 | -7 | 4 | 2 | 0.0
CC1CCN(S(=O)(=O)N2CCC(C(=O)O)CC2)CC1
 : -2 | · | · | · | -32 | 18 | · | 0.0
CC(C)CC(=O)Nc1ccc(C(=O)Nc2cccc(O)c2)cc1
 : 6 | 5 | -55 | 0.1 | -79 | -3 | -1 | 0.0
Cc1ccc(S(=O)(=O)N(C)C[C@H]2Oc3ccc(NC(=O)Nc4ccc(C(F)(F)F)cc4)cc3C(=O)N([C@H](C)CO)C[C@@H]2C)cc1
 : 3 | 37* | 3 | -0.7 | 31 | -4 | -11 | -0.9
O=C(NCC[C@@H]1CC[C@@H](NC(=O)c2cccnc2)[C@@H](CO)O1)Nc1ccc(Cl)cc1
 : -18 | 1 | -36 | 0.9 | -20 | 8&-8 | 2 | -0.2&0.0
CC(C)Oc1ccc(C2NC(=O)c3ccccc3O2)cc1 (stereo not drawn)
 : 11 | 5 | 4 | -1.8 | -4 | 6 | -1 | 0.0
CO[C@H]1CN(C)C(=O)c2cc(NC(=O)Nc3cc(Cl)cc(Cl)c3)ccc2OC[C@@H](C)NC[C@@H]1C
 : · | · | -12 | 1.5 | · | 4&4 | 1 | 0.6&0.1
COc1ccc(OC)c(N2C(=NC(=O)C3CCCCC3)SC3CS(=O)(=O)CC32)c1 (stereo not drawn)
 : 1 | 6 | · | -0.3 | 0 | 12 | 1 | 0.1
COc1cc(NC(=O)CSc2ncnc3sc4c(c23)CCCC4)c(C(=O)O)cc1OC
 : -8 | -6 | 0 | 0.0 | -20 | 21 | 2 | 0.0
CN(CC(=O)Nc1cccc(Cl)c1)C1=NS(=O)(=O)c2ccccc21
 : 4 | ? | 5 | -0.9 | -13 | -14 | -1 | 0.1
COCC(=O)N1CC(=O)N2[C@H](C1)[C@H](c1ccc(C#CC3CCCCC3)cc1)[C@@H]2CO
 : · | 17 | 3 | -5.4 | -12 | 6 | -2 | 0.1
CC(=O)N(C)C[C@@H]1Oc2ncc(-c3cccnc3)cc2C(=O)N([C@@H](C)CO)C[C@@H]1C
 : -11 | 1 | -4 | 2.6 | · | 9 | 0 | ?
O=c1[nH]c2ccc(S(=O)(=O)N3CCN(Cc4ccccc4)CC3)cc2[nH]c1=O
 : 5 | 2 | 2 | -0.4 | · | · | 6 | ·
O=C(NCc1ccccc1Cl)[C@@H]1[C@@H](CO)[C@@H]2Cn3c(cccc3=O)[C@@H]2N1C(=O)C1CCC1
 : -1 | 8 | 3 | 0.7 | -9 | 7 | 2 | 0.2
Cc1ccccc1S(=O)(=O)N1C[C@H]2[C@H]3C(=O)N(C4CCCCC4)C(=O)[C@H]3CC(=O)[C@H]2[C@@H]1c1ccc(Cl)cc1
 : · | 0 | -5 | 3.0 | 4 | -9 | 4 | 0.0
O=c1c2ccccc2nnn1CCO
 : 2 | -6 | -5 | 2.2 | -1 | -2 | 1 | 0.6
O=C(Nc1ccc(F)cc1)N1CC(=O)N2[C@@H](CO)[C@@H](c3ccc(C4=CCCC4)cc3)[C@@H]2C1
 : · | 4 | 3 | 0.8 | -7 | -9 | -1 | 0.1
CCCCCCCCCCCCCCCC[n+]1cccc(C(=O)N(CC)CC)c1
 : 12 | 5 | 7 | 4.9 | 64* | · | 5 | 0.4
CSCCC(NC(=O)COc1ccccc1)C(=O)OCCOc1ccc(Br)cc1 (stereo not drawn)
 : -2 | -10 | 0 | 1.5 | 5 | -11 | 22 | 0.0
COc1cc(/C=N/NC(=O)C[n+]2ccccc2)cc(OC)c1OC(C)=O
 : 5 | -1 | 3 | -1.4 | 12 | -3 | -2 | 0.0
CC(C)CN(CC(C)C)c1nnc(NC(=O)Cn2c(=O)oc3ccccc32)s1
 : 0 | 0 | 7 | 0.9 | -8 | · | 0 | 0.0
COc1ccc(S(=O)(=O)N(C)C[C@H]2Oc3ccc(NC(=O)Nc4ccc(F)cc4)cc3CC(=O)N([C@@H](C)CO)C[C@@H]2C)cc1
 : 4 | ? | -9 | -1.7 | -15 | 2 | · | -1.1
CCc1ccc(C2=CSC3=NCCN23)cc1
 : 0 | 10 | 5 | 2.1 | 6 | -10 | 0 | 0.2
CCOC(=O)C1CCN(S(=O)(=O)c2ccc3c(ccn3C)c2)CC1
 : 3 | -4 | · | -0.4 | 5 | -5 | 4 | 0.0
C[C@H]1CN([C@@H](C)CO)C(=O)c2cc(NC(=O)C3CC3)ccc2O[C@@H]1CN(C)Cc1ccccc1
 : -1 | -1 | 0 | 2.7 | 5 | 17 | 1 | -0.1
CN1c2ccc(-c3cccc(F)c3)cc2[C@H]2[C@H](CCN2C(=O)Cc2cccnc2)[C@@H]1CO
 : -9 | -6 | 13 | -0.3 | 0 | -5 | 0 | -0.1
Cc1ccc(N2CC(C(=O)OCC(=O)Nc3c(C)cccc3C)CC2=O)cc1 (stereo not drawn)
 : · | -6 | -1 | -2.0 | -16 | -3 | -5 | -0.1
O=C(CCCCn1c(=O)[nH]c2ccccc2c1=O)NCCc1c[nH]c2ccccc12
 : 9 | -3 | 3 | -1.4 | -9 | -15 | -1 | -0.1
CC1(C(=O)NS(=O)(=O)c2ccc(Br)cc2)CCN1C(=O)CCc1cccs1 (stereo not drawn)
 : · | 4 | 3 | -0.5 | 4 | 20 | -3 | 0.2
Cc1ccc(C(C)NC(=O)c2cc3cc(Br)ccc3oc2=N)cc1 (stereo not drawn)
 : -2 | 4 | -5 | -0.7 | -8 | -5 | 3 | 0.1
Cc1nonc1C(=O)N/N=C/c1ccccc1
 : -2 | · | -2 | 1.7 | 6 | -3 | -4 | 0.4
CC1=NS(=O)(=O)c2cc(Cl)ccc2N1
 : -4 | -7 | -1 | -3.2 | 0 | -13 | 8 | 0.1
CO[C@@H]1CN(C)C(=O)c2cc(NC(=O)c3ccc(F)cc3)ccc2OC[C@@H](C)N(C(=O)CC2CC2)C[C@@H]1C
 : · | · | 3 | 2.1 | · | -3 | · | 0.4
COc1ccc(NC(=O)C(C)N2C(=O)c3ccccc3S2(=O)=O)c(OC)c1 (stereo not drawn)
 : -5 | 2 | 0 | 2.0 | 13 | -11 | -2 | 0.0
COc1ccc(OCC(=O)O/N=C(\N)c2ccc(OC)c(OC)c2)cc1
 : 0 | · | · | · | -31 | 11 | · | 0.6
Cc1ccc2c(c1)C1CN(C)CCC1N2C(=O)COc1ccc(N(C)S(=O)(=O)c2cccs2)cc1 (stereo not drawn)
 : 10 | · | 5 | -0.5 | 7 | -53 | 6 | 0.0
O=C(Nc1nnc(-c2ccc3c(c2)CCCC3)o1)c1ccc(Cl)cc1Cl
 : 13 | 12 | 4 | 0.2 | -7 | · | 0 | 0.1
O=C(Nc1ccc(F)cc1)N1C[C@H]2[C@@H](c3ccccc31)[C@@H](CO)N2C(=O)c1ccncc1
 : 18 | 13 | -5 | -2.7 | -25 | 7 | 5 | 0.1
CC1CN(C(=O)c2cc(-c3ccncc3)nc3ccccc23)CC(C)O1 (stereo not drawn)
 : -11 | -2 | 6 | -0.2 | 3 | · | 3 | 0.0
Cn1cnc(S(=O)(=O)N[C@H]2C=C[C@H](CC(=O)Nc3ccc(-c4ccccc4)cc3)O[C@H]2CO)c1
 : -33 | 0 | -4 | 0.2 | 2 | -1 | 5 | -0.3
O=C(CNC(=O)Cc1ccccc1)NCC(=O)OCC(=O)c1ccc(F)cc1
 : 6 | -4 | -9 | -2.4 | 2 | 12 | 8 | 0.2
Cc1ccc(C)c(N2CCN(S(=O)(=O)c3cn(C)cn3)CC2)c1
 : 3 | 8 | · | -2.2 | -5 | -3 | 6 | 0.1
C[C@@H]1CN([C@@H](C)CO)S(=O)(=O)c2ccc(C#Cc3ccccn3)cc2O[C@@H]1CN(C)Cc1ccc(F)cc1
 : 9 | -6 | 32 | 1.4 | 37 | 1 | -4 | 0.3
CCOc1ccc(N2C(=O)Nc3ccccc3C2(O)C(=O)N2CCN(c3ccccn3)CC2)cc1 (stereo not drawn)
 : -2 | -2 | 26 | -2.2 | 6 | -16 | 3 | 0.1
Cc1ccc(Cn2ccc(NC(=O)c3cc(-c4cccc(Cl)c4)on3)n2)cc1
 : -26 | -3 | 2 | -1.1 | · | 0 | 3 | ·
CNc1nc(N)c([N+](=O)[O-])c(NCc2ccccc2)n1
 : -4 | 76* | -26 | · | -7 | 8 | 7 | 0.2
C[C@H](CO)N1C[C@H](C)[C@H](CN(C)C)Oc2c(NS(=O)(=O)c3cccs3)cccc2C1=O
 : -1 | 9 | -4 | -1.0 | -11 | 17 | -3 | -0.1
Cc1c(NC(=O)c2cccs2)cccc1-c1nc2ccccc2s1
 : -1 | · | · | · | -12 | 19 | · | 0.0
Cc1ccc(C(=O)C2=C(O)C(=O)N(Cc3cccnc3)C2c2cccc([N+](=O)[O-])c2)o1 (stereo not drawn)
 : 8 | -1 | -1 | 1.8 | 7 | 13 | 5 | 0.1
Cc1ccc(S(=O)(=O)Oc2ccc(/C=C(/NC(=O)c3ccccc3)C(=O)NCCCC(=O)O)cc2)cc1
 : -7 | 8 | -1 | -4.4 | -2 | -5 | 0 | 0.0
COc1cccc(CNc2ccc3[nH]c(=O)[nH]c3c2)c1OCc1ccccc1F
 : 15 | 1 | 9 | -2.1 | -8 | 11 | 2 | 0.3
O=C(Nc1ccc(-c2nnn(CC(=O)N3CCN(C(=O)c4ccco4)CC3)n2)cc1)c1ccccc1F
 : · | -1 | -53 | -4.0 | -40 | -19 | 6 | 0.3

Screens (PubChem BioAssay)
